AID2073: disruptors of CaV2.2 binding to Mint1 – biochemical, HTRF (AID 2073); HTRF protein-protein interaction, Mint1-CaV2.2; higher % means a stronger effect; 0.19% of 290,000 active; one-dose inhibition, % at 20 µM; IC50 in µM for titrated hits; in the data active means inhibition mostly above about 51%, no sharp cut-off; inconclusive means no clear call, values can overlap the other calls; inactive means mostly below about 53%; further: some results filed as inactive read as strong as hits
RSV antiviral HEp-2: inhibition of RSV-induced cytopathic effect – HEp-2 cells, primary 10 µM value included (AID 2391); one-dose CPE inhibition, % at 10 µM; IC50 in µM for titrated hits; HEp-2 cells, RSV-induced CPE inhibition; higher % means a stronger effect; 0.13% of 310,000 active; in the data active means a potency from the dose series; inconclusive means CPE inhibition mostly from about 23% at the one dose, without a potency; inactive means the rest, 99 in 100 with CPE inhibition below about 21%; further: strong numbers were not always called active
UTI89 phage lysis: protection from phage-mediated lysis, alamar blue read-out – E. coli UTI89, K1F phage, bacterial capsule biogenesis inhibitors (AID 488966). one-dose inhibition, % at 100 µM; IC50 in µM for titrated hits. 0.02% of 340,000 active. E. coli UTI89 K1F phage lysis, alamar blue, 2 h; higher % means a stronger effect;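 active means phage lysis inhibition, versus mean bacterial control, above a set limit; inconclusive means no clear call, values can overlap the other calls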;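 further: capsule biogenesis inhibitors block K1F phage lysis so surviving cells raise fluorescence; higher fluorescence means more inhibition of phage lysis; actives were called in the ten point dose series up to 300 µM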
Rac1 GTP hydrolysis: MgcRacGAP GTPase-activating activity inhibitors, confirmation, biochemical, ADP Hunter fluorescence; AID 624330; MgcRacGAP-stimulated Rac1 GTP hydrolysis, ADP Hunter fluorescence; higher % means a stronger effect; GST-tagged Rac1 F28L mutant substrate; one-dose inhibition, % at 30 µM; IC50 in µM for titrated hits; 0.6% of 340,000 active;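 active means first-screen hits whose inhibition reached a set limit at any dose in the follow-up dose series; inconclusive means inhibition above the set first-screen limit but never retested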;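 further: fluorescence reports GDP produced by GAP-driven GTP hydrolysis; strong numbers were not always called active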
NTR1 agonist: agonists of NTR1, primary screen, imaging, U2OS cells, beta-arrestin-GFP, high content (AID 493036). P30989. NTR1-U2OS beta-arrestin-GFP spot imaging, agonist mode. activation, % at 20 µM. 0.17% of 330,000 active;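 active means activation at or above 40% of the spot to cytoplasm intensity ratio, with at least 20 cells analyzed; inconclusive means wells under 20 cells, flagged as cytotoxic or low count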;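 further: 0% = DMSO without peptide and 100% = 100 nM NTR1 peptide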
Target sequence (P30989 whole entry, looked up): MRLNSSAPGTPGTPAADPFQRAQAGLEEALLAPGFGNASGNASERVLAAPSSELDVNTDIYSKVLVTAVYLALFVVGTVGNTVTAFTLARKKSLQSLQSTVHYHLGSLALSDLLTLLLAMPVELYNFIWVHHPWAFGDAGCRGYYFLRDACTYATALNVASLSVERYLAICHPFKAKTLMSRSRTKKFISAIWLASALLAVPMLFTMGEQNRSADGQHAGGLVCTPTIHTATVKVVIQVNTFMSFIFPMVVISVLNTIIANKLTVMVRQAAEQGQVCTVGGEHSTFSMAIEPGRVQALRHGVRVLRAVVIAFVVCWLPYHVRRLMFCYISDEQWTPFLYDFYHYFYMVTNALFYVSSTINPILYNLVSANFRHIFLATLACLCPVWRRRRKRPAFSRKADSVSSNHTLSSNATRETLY
Dengue-2 NS5 capping: flavivirus cap methylation enzyme inhibition – biochemical, confirmation dose response, primary screen (AID 588689); Dengue-2 NS5 methyltransferase capping enzyme assay, biochemical; higher % means a stronger effect; inhibition, % at 25 µM; hits with a dose series show IC50 in µM; 0.3% of 340,000 active; in the data active means a potency from the dose series; inconclusive means inhibition above about 29% without an active follow-up result
Large T inhibition: SV40 large T antigen inhibitors, biochemical (AID 1903); 0.39% of 310,000 active; one-dose inhibition, % at 20 µM; IC50 in µM for titrated hits; SV40 large T antigen ATPase/helicase inhibition assay; higher % means a stronger effect; in the data active means a potency from the dose series; inconclusive means inhibition mostly from about 32% at the one dose, without a potency; inactive means the rest, 99 in 100 with inhibition below about 32%; further: strong numbers were not always called active
Siah-1 displacement: blockers of Siah-1 interaction with plectin peptide – biochemical, fluorescence polarization, rhodamine-plectin, uHTS, primary screen (AID 1817); 0.02% of 290,000 active; Siah-1 / rhodamine-plectin peptide fluorescence polarization; higher % means a stronger effect; one-dose displacement, % at 20 µM; IC50 in µM for titrated hits;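 active means displacement of at least 50% at 20 µM, with a fluorescence ratio check between 0.3 and a set limit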;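 further: plate controls were Siah plus tracer with DMSO for no effect and tracer alone without Siah for full effect; strong numbers were not always called active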
West Nile antiviral: inhibition of WNV-induced cytopathic effect – cell-based, CPE readout (AID 1621); West Nile virus-infected cells, CPE inhibition; higher % means a stronger effect; one-dose CPE inhibition, % at 10 µM; IC50 in µM for titrated hits; 0.02% of 290,000 active; in the data active means a potency from the dose series; inconclusive means CPE inhibition mostly from about 3.7% at the one dose, without a potency; inactive means the rest, 99 in 100 with CPE inhibition below about 2.2%; further: strong numbers were not always called active
NTR1 agonist cell count 20 µM: also measured in NTR1 agonist; calls as there; cell count; measured here: cell count, cytotoxicity flag
Dengue-2 NS5 capping pilot replicate: further read-out of Dengue-2 NS5 capping, marked with its call; inhibition, %; measured here: pilot screen replicate inhibition
* marks the source's active call; other numbers are inactive results; i = inactive; ? = inconclusive; / = no result given; [ ] = dose if it differs, or a comment. Rows are unselected. About 1.6% of those tested had a hit in this group.

SMILES	AID2073	RSV antiviral HEp-2	UTI89 phage lysis	Rac1 GTP hydrolysis	NTR1 agonist	NTR1 agonist cell count 20 µM	Dengue-2 NS5 capping	Large T inhibition	Siah-1 displacement	West Nile antiviral	others
COc1cc(C(=O)N2CCN(C(=O)C3CCCO3)CC2)cc(OC)c1OC (stereo unspecified)	/	0.8%	0.5%[50 µM]	3%	-1.2	59	-2%	/	/	/
COc1cc(Br)cc2cc(C(=O)N3CCN(C(=O)c4ccco4)CC3)c(=O)oc12	-5%	-0.3%	-0.1%	10%	-0.6	51	-1%	-3%	3%	-0.7%
Cc1cc(C)c(C#N)c(Nc2ccc3c(c2)OCCO3)n1	0%	1.0%	3.8%	0%	0.8	56	1%	-1%	3%	0.1%
NC(=O)C1CCCNC1 (stereo unspecified)	-2%	-0.1%	4.8%	6%	1.9	51	-5%	22%	0%	0.0%
CCN(c1ccccc1)S(=O)(=O)c1ccc(OC)c(NC(=O)CNCCc2ccccc2)c1	-5%	38%	0.0%	36%	2.9	69	-5%	9%	-3%	-1.9%
CCOC(=O)C1CCCN(C(=O)C(CCSC)NC(=O)COc2ccccc2)C1 (stereo unspecified)	/	/	1.1%[50 µM]	8%	1.2	69	-9%	/	/	/
CCOC(=O)COc1cc(N)c(Cl)cc1Cl	2%	-0.5%	-0.8%	6%	0.4	44	0%	18%	-1%	0.0%
COc1ccc(/C=C/c2nc3ccccc3c(=O)o2)cc1	4%	4.6%	0.3%	6%	0.6	51	-4%	/	0%	-0.2%
O=C(COC(=O)c1cnccn1)c1ccc(Cl)c([N+](=O)[O-])c1	15%	/	-0.9%	0%	2.7	45	-5%	3%	2%	0.2%
C=CCn1cc(C(=O)NCCN(CC)CC)c(=O)c2cc(S(=O)(=O)N3CCCCCC3)ccc21	10%	-1.0%	0.1%	6%	0.6	67	-6%	14%	1%	1.9%
Oc1ccc(NCc2ccccc2OCc2ccccc2)cc1	24%	1.7%	-6.7%	12%	-0.5	53	31%	38%	68%	0.8%
O=[N+]([O-])c1ccc(/C=N/NC2=NS(=O)(=O)c3ccccc32)cc1	-8%	1.7%	-0.6%	4%	0.8	72	-5%	-1%	-1%	1.0%
COc1ccc(C2SCCN2S(=O)(=O)c2ccccc2)cc1OC (stereo unspecified)	-1%	13%	3.8%	5%	-0.5	50	/	7%	3%	0.0%
Cc1ccc(N2C(=O)CSCC2=O)cc1	-8%	/	1.7%	13%	-0.6	42	-12%	20%	-6%	-0.1%
CCOC(=O)c1ccccc1NC(=O)CSc1nnnn1C1CCCCC1	1%	7.5%	-0.2%[50 µM]	2%	3.5	54	-2%	16%	-4%	0.5%
CCN1CCN(CCNC(=O)C2CCCN(Cc3nc(-c4cccc(Cl)c4)oc3C)C2)CC1 (stereo unspecified)	4%	-3.0%	5.2%	5%	-3.0	64	2%	0%	3%	3.4%
COc1ccc(S(=O)(=O)Nc2ccc(C(F)(F)F)cc2)cc1OC	-8%	4.3%	-0.8%	4%	-0.7	92	-1%	12%	0%	-0.2%
CC1CCCCC12NC(=O)N(CC(=O)Nc1ccccc1-c1ccccc1)C2=O (stereo unspecified)	-9%	-1.0%	-2.3%	10%	0.2	44	0%	9%	-2%	-0.1%
Cc1ccnc2nc(C(=O)Nc3nccs3)nn12	8%	1.3%	0.3%	8%	-0.4	37	3%	18%	1%	/
COC(=O)C1=C(C)NC(C)=C(C(=O)OC)C1c1ccccc1OCc1c(C)no[n+]1[O-]	1%	-0.6%	0.4%	8%	0.5	51	-4%	10%	-4%	-1.1%
CCOC(=O)C(NC(C)=O)(N1CCc2ccccc2C1)C(F)(F)F (stereo unspecified)	-2%	2.7%	0.4%	6%	-2.4	83	-5%	6%	0%	-0.7%
COc1ccc(NC2CCCN(C(=O)c3c(C)noc3C)C2)cc1 (stereo unspecified)	0%	0.7%	1.2%[50 µM]	?	-0.6	82	9%	24µM*	3%	-0.2%
Cc1ccc(S(=O)(=O)N(C)c2ccc(OCC(=O)OCc3ccc(C#N)cc3)cc2)cc1	/	/	-0.9%	7%	-1.2	64	1%	/	/	/
CCOC(=O)C(=O)c1c(-c2ccc(C)cc2)nc2ccccn12	27%	-1.4%	-1.2%	7%	-1.0	41	0%	6%	-5%	-0.7%
CCSc1ccc2cc(OC)ccc2[n+]1CC	-1%	0.7%	-0.6%	13%	1.6	40	-7%	28%	-7%	0.2%
CC(C)(C)C(=O)N1CCC[C@@]1(CO)C(=O)O	-3%	1.5%	2.6%	10%	2.6	51	-8%	18%	2%	0.3%
Cc1ccc(Oc2ccccc2/C=N/O)cc1	-10%	2.7%	-0.2%	0%	0.2	43	-6%	-1%	8%	0.4%
CC1CCCCN1C(=O)COC(=O)c1cc(-c2cccs2)nn1-c1ccccc1 (stereo unspecified)	/	2.3%	0.5%[50 µM]	5%	2.5	58	-2%	/	/	/
CSCCC(NC(=O)c1cccc(C)c1)C(=O)NNC(=O)c1cccs1 (stereo unspecified)	/	/	0.6%[50 µM]	4%	2.2	70	-6%	/	/	/
O=C(Cc1cccc2ccccc12)N/N=C/c1ccc(OC(=O)/C=C/c2ccco2)cc1	-4%	15%	0.1%	13%	1.6	57	5%	10%	26%	0.6%
COc1ccc(OC)c2sc(NC(=O)CCS(=O)(=O)c3ccccc3)nc12	/	0.2%	-0.4%	-2%	3.9	88	-6%	11%	/	1.1%
CCN(CC)C(=O)c1sc(NC(=O)c2ccco2)c(C#N)c1C	12%	-0.4%	5.3%	8%	-1.3	52	-6%	19%	-2%	-0.5%
CC(C)(C)NC(=O)C(=O)NNC(=O)c1cccc([N+](=O)[O-])c1	4%	2.6%	0.4%	6%	1.9	39	-10%	3%	10%	-0.1%
COCCNc1nc2c(-c3cccc(C(F)(F)F)c3)nnn2c2ccccc12	?	3.7%	-0.2%	9%	4.0	68	-2%	9%	13%	-0.7%
CCN(CC)S(=O)(=O)c1ccc2c(c1)nc(SCC(=O)N1CCOCC1)n2-c1ccccc1OC	-8%	6.1%	0.1%	8%	-0.8	78	5%	2%	3%	-0.4%
N#Cc1ccc(CSc2nnc(-c3cccnc3)o2)cc1	0%	-1.3%	-0.1%	11%	-0.7	37	-5%	4%	5%	-0.2%
O=S(=O)(NC1CCCC1)c1cccc(S(=O)(=O)N2CCC(n3nnc4ccccc43)CC2)c1	0%	16%	0.5%	5%	-0.2	94	-4%	-2%	2%	-1.0%
O=C(CCCC(=O)N1CCCC1)N1CCCC1	4%	0.5%	0.4%	6%	-0.5	40	-1%	3%	-5%	0.3%
CC1CC(C)(C)NC(=O)O1 (stereo unspecified)	6%	2.5%	5.5%	10%	-1.5	48	1%	0%	-1%	0.1%
CC(C)c1ccc(NC(=O)COc2ccc(F)cc2C(=O)c2cnn(-c3ccccc3)c2)cc1	3%	0.6%	0.7%	2%	3.9	54	2%	4%	-7%	-1.1%
Cc1cccc(CCNC(=O)C2CCC(CNS(=O)(=O)c3cccs3)CC2)c1 (stereo unspecified)	0%	0.1%	0.1%	3%	2.6	53	-4%	-1%	30%	-0.9%
O=C(CS(=O)(=O)c1ccccc1)Nc1ccc(S(=O)(=O)Nc2ccccn2)cc1	1%	-0.7%	0.7%	3%	0.3	37	4%	26%	0%	0.3%
O=C(c1ccccc1NS(=O)(=O)c1ccc(Cl)cc1)N1CCc2ccccc21	7%	3.1%	3.4%	-3%	-1.0	50	1%	3%	1%	0.1%
C=CCSC1=NC(N)=C(C#N)C2(CCCCC2)C1C(N)=O (stereo unspecified)	-6%	-0.5%	0.1%	11%	-5.3	88	-2%	0%	-2%	-0.7%
C=CCn1c(CCSCc2ccc(OC)c(C)c2)n[nH]c1=S	-10%	6.4%	0.2%	13%	1.6	56	-8%	18%	2%	-1.4%
Nc1nc[nH]c(=O)c1N=Cc1ccccc1	2%	3.0%	0.9%	15%	-0.5	56	-6%	29µM*	6%	-0.1%
Cc1ccc(Cn2nc(C)c(NC(=O)c3cc(-c4ccc5c(c4)OCO5)on3)c2C)cc1	-1%	0.2%	/	/	17	90	/	-1%	-8%	-0.3%
COc1cccc(NC(=O)c2ccccc2-c2nc(-c3ccccc3)no2)c1	3%	3.1%	0.2%	8%	1.9	41	-1%	4%	-1%	0.1%

Looked up by compound from above:
SMILES	AID2073	RSV antiviral HEp-2	UTI89 phage lysis	Rac1 GTP hydrolysis	NTR1 agonist	NTR1 agonist cell count 20 µM	Dengue-2 NS5 capping	Large T inhibition	Siah-1 displacement	West Nile antiviral	others
COc1cccc(NC(=O)c2ccccc2-c2nc(-c3ccccc3)no2)c1	3%	3.1%	0.2%	8%	1.9	41	-1%	4%	-1%	0.1%
O=C(CCCC(=O)N1CCCC1)N1CCCC1	4%	0.5%	0.4%	6%	-0.5	40	-1%	3%	-5%	0.3%

Additional records
SMILES	AID2073	RSV antiviral HEp-2	UTI89 phage lysis	Rac1 GTP hydrolysis	NTR1 agonist	NTR1 agonist cell count 20 µM	Dengue-2 NS5 capping	Large T inhibition	Siah-1 displacement	West Nile antiviral	others
C[C@H]1CN=C(Nc2ccccc2)N1CCCC1CCCCC1	2%	-1.4%	0.2%	8%	4.3	85	-5%	8%	4%	-1.9%
CCCCN(CCCC)/C(N)=N/c1nc(C)cc(C)n1	-4%	-1.6%	-1.7%	7%	-1.0	72	3%	6%	-1%	-1.2%
O=C(c1ccc(CS(=O)Cc2ccccc2Cl)o1)N1CCN(C2CCCCC2)CC1 (stereo unspecified)	-2%	-0.1%	0.2%	10%	-0.5	52	-4%	8%	12%	-0.2%
CCOc1ccc(C(=O)Nc2ccccc2N2CCOCC2)cc1	-5%	1.6%	12%	5%	-1.0	44	-1%	6%	-4%	0.0%
Cc1ccc(CSc2ccc(S(=O)(=O)N3CCOCC3)cn2)cc1	/	1.1%	0.3%[50 µM]	4%	-0.9	88	-6%	/	/	/
CCC(C)(C(=O)NC1CCCCC1)N(C(=O)c1cnccn1)c1c(C)n(C)n(-c2ccccc2)c1=O (stereo unspecified)	?	-0.7%	1.6%	4%	-0.9	85	-12%	4%	-1%	-0.2%	Dengue-2 NS5 capping pilot replicate=-5.0
COc1ccc(/C=N/NC(=O)c2ccc(COc3cccc4cccnc34)cc2)cc1OC	38%	1.4%	i	5%	1.6	43	7%	19%	0%	0.3%
O=C(CSc1ccc(-c2ccccc2)nn1)NCC1CCCO1 (stereo unspecified)	8%	-0.5%	0.5%	6%	0.5	59	4%	10%	-6%	-0.1%
CCCn1nnnc1NCc1cccn1C	-2%	0.5%	1.8%	6%	-0.5	51	-2%	5%	1%	0.7%

Compound activity from PubChem BioAssay.
